Assay outcomes as filed in PubChem.
PGC1a acetyl inh: modulators of PGC1a acetylation. AID 651687. inhibition, % at 15.6 µM. 0.17% of 350,000 active. U2OS PGC1a acetylation, AlphaScreen anti-acetyl-lysine; with virally co-expressed GCN5 acetyltransferase;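 active = every replicate shows inhibition of at least 40%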;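 also: 0% = neutral control wells and 100% = positive control wells; some results beyond the cut were filed as inactive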
FN deposition inh: fibronectin deposition inhibition; AH1F fibroblasts, Alexa488-fibronectin deposition fluorescence, overnight; inhibition, % at 12.6 µM; 0.086% of 350,000 active;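 active = mean inhibition across replicates of 30% or more, regardless of how many single replicates reach that level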;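 also: positive control wells lacked labelled fibronectin entirely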
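test system = AH1F fibroblasts assembling fluorescent fibronectin matrix | quantity = 10000 AH1F cells per well | buffer or medium = DMEM plus 2% serum, read in PBS | doses = single dose, pinned | incubation = 1 h cell attachment, overnight exposure to compound and label | detection = fluorescence at 485 nm excitation, 525 nm emission | read-out basis = inhibition from reduced deposited-fibronectin fluorescence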
LGR2 antag: blocks bursicon-induced cAMP signaling via Drosophila LGR2. 0.35% of 380,000 active. HEK293 LGR2, CRE-luciferase, bursicon-stimulated, 4 h. inhibition, % at 9.99 µM. AID 720647;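 active = drop in luminescence signal, shown as inhibition above about 50% in the replicate tests, limit read from the data, passing the limit was not always enough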;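 also: agonist challenge used bursicon conditioned medium at about half maximal strength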
PglD inh: PglD (C. jejuni) enzyme inhibition | purified PglD enzyme, DTNB colorimetric CoA detection | inhibition, % at 12.5 µM | 0.098% of 360,000 active | AID 602405; in the data active = inhibition above about 16%, passing the limit was not always enough; also: strong numbers were not always called active
S100A4 MyoIIA: inhibitors of human S100A4 binding to myosin IIA peptide. P26447. S100A4/TAMRA-MyoIIA peptide fluorescence polarization. inhibition, % at 10.7 µM. 0.14% of 360,000 active;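 active = mean inhibition of at least 70% across replicates, with every replicate also reaching that level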
Target sequence (P26447 whole entry, looked up): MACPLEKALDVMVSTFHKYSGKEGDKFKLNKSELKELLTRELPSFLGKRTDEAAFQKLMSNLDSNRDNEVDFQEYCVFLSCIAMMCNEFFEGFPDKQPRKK
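Compound dosing: one dose per compound; test system: human S100A4 monomer with TAMRA-labelled myosin IIA peptide; probe or stimulus: TAMRA-labelled myosin IIA heavy-chain peptide probe, 5 nM; medium: HEPES buffer with Ca2+, pH 7.2; schedule: 5 min incubation before reading; benchmarks: neutral control DMSO, positive control TFP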
PAX8 inh HTS: PAX8 transcriptional activity inhibition | 1.2% of 360,000 active | RMG-I TPO-luciferase reporter, SteadyGlo, 24 h | AID 652154 | inhibition, % at 12.6 µM;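 active = mean replicate inhibition at least 60% with every replicate also reaching 60%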;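 also: luciferase light reporting Pax8 driven TPO promoter activity; plate controls were median of neutral control wells for no effect and mitoxantrone controls for full effect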
ERAP1 inh: inhibitors of human ERAP1 aminopeptidase. AID 652197. 0.15% of 340,000 active. recombinant ERAP1, Leu-AMC fluorescence, 60 min. Q9NZ08. inhibition, % at 10.7 µM;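 active = mean replicate inhibition of at least 30%, or all replicates individually reaching that 30% level; inactive = mean below 30% and not every replicate reaching it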;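 also: 0% = neutral control wells and 100% = L-leucinethiol positive control wells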
Target sequence (Q9NZ08 whole entry, looked up): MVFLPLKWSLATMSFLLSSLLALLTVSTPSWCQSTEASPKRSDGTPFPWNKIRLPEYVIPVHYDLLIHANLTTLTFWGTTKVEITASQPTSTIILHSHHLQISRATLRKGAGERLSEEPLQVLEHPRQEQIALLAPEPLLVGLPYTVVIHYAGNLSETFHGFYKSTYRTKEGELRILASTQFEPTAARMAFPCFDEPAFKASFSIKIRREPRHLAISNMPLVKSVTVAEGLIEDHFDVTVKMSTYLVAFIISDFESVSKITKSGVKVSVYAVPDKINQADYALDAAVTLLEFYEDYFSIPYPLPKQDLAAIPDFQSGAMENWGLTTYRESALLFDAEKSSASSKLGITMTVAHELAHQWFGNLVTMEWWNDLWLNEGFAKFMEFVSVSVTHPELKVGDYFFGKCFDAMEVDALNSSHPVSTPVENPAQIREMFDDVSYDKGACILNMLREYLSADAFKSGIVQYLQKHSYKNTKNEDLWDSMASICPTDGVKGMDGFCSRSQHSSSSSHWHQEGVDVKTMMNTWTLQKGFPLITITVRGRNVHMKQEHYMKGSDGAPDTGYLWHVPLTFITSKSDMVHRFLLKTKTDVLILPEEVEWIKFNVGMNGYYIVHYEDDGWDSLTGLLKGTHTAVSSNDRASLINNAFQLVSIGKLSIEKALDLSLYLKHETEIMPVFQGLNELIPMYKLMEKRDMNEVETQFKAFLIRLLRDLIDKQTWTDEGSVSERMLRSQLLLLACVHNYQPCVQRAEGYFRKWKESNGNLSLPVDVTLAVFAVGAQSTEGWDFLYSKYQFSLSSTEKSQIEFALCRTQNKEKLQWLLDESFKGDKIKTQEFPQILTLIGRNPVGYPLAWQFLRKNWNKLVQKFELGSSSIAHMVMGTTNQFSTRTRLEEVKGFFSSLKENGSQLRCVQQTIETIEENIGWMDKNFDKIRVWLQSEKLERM
EWS-Fli inh: EWS/Fli transcriptional activity inhibition; 0.67% of 350,000 active; A673 NR0B1-luciferase reporter, viability-normalised; inhibition, % at 12.6 µM; AID 651661;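 active = mean inhibition of at least 50% after viability correction, with every replicate also passing that limit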;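 also: firefly luciferase signal divided by Alamar Blue viability fluorescence both relative to DMSO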
Numbers without * were called inactive; nt = not tested or not shown; & = joins results of further samples.

The first 3 entries, to show the layout:
SMILES | PGC1a acetyl inh | FN deposition inh | LGR2 antag | PglD inh | S100A4 MyoIIA | PAX8 inh HTS | ERAP1 inh | EWS-Fli inh
COc1ccc(S(=O)(=O)Nc2ccc3c(c2)C(=O)N([C@H](C)CO)C[C@@H](C)[C@@H](CN(C)C(=O)Nc2ccc(C(F)(F)F)cc2)O3)cc1 | 0.4 | 7.7 | 16.2 | -0.1 | 43.1 | nt | 1.8 | 1.2
C[C@@H]1CN([C@@H](C)CO)C(=O)c2cc(N(C)C)ccc2O[C@@H](C)CCCCO[C@@H]1CN(C)C(=O)Nc1cccc2ccccc12 | -4.2 | nt | 7.8 | 2.8 | -3.3 | 40.8 | -1.9 | 3.8
O=S(=O)(Nc1ccc(Cc2ccncc2)cc1)c1ccc(Cl)s1 | 5.3 | 7.5 | 1.4 | -1.8 | nt | 22.4 | nt | nt

All compounds of this part, previewed entries included:
SMILES | PGC1a acetyl inh | FN deposition inh | LGR2 antag | PglD inh | S100A4 MyoIIA | PAX8 inh HTS | ERAP1 inh | EWS-Fli inh
COc1ccc(S(=O)(=O)Nc2ccc3c(c2)C(=O)N([C@H](C)CO)C[C@@H](C)[C@@H](CN(C)C(=O)Nc2ccc(C(F)(F)F)cc2)O3)cc1 | 0.4 | 7.7 | 16.2 | -0.1 | 43.1 | nt | 1.8 | 1.2
C[C@@H]1CN([C@@H](C)CO)C(=O)c2cc(N(C)C)ccc2O[C@@H](C)CCCCO[C@@H]1CN(C)C(=O)Nc1cccc2ccccc12 | -4.2 | nt | 7.8 | 2.8 | -3.3 | 40.8 | -1.9 | 3.8
O=S(=O)(Nc1ccc(Cc2ccncc2)cc1)c1ccc(Cl)s1 | 5.3 | 7.5 | 1.4 | -1.8 | nt | 22.4 | nt | nt
O=C(Nc1cc(F)ccc1F)N1CC(=O)N2[C@H](C1)[C@@H](c1ccc(/C=C/c3ccccc3)cc1)[C@@H]2CO | -2.3 | 7.1 | -12.3 | nt | -2.8 | nt | -4.2 | 3.1
CCCCCCn1c(=O)n2n(c1=O)[C@@H]1CN(S(=O)(=O)c3ccc(C)cc3)C[C@]1(O)[C@@H](OC(=O)Nc1c(C)noc1C)C2 | -0.6 | nt | -9.1 | -4.6 | 1.1 | -7.9 | 9.6 | -9.2
Cc1ccc(OCC(O)Cn2c(=N)n(CCN3CCOCC3)c3ccccc32)cc1 (stereo unspecified) | -4.3 | -5.6 | nt | 2.3 | nt | -1.0 | nt | nt
CC(Oc1ccccc1F)C(=O)Nc1ccc2ccccc2c1 (stereo unspecified) | -12.8 | -2.1 | nt | -1.0 | nt | -35.3 | nt | nt
C[C@@H]1CCCCO[C@H](CN(C)CC2CCCCC2)[C@@H](C)CN([C@@H](C)CO)C(=O)c2cc(NS(=O)(=O)c3cn(C)cn3)ccc2O1 | nt | nt | -8.6 | -0.2 | 5.0 | -6.2 | -3.1 | -5.3
FC(F)(F)c1cccc(Nc2nc(N3CCCC3)nc(N3CCCC3)n2)c1 | nt | nt | -15.4 | nt | -9.3 | 14.7 | -2.2 | 3.5
O=C(c1ccc(C(F)(F)F)cc1)N(CCCn1ccnc1)C(c1ccccn1)c1nc2ccccc2[nH]1 (stereo unspecified) | 5.6 | -4.6 | -24.4 | -1.2 | 0.5 | 6.6 | -1.0 | -1.2
Cn1c(CC(=O)Nc2ccccc2F)nnc1SCC(=O)NC1CCCC1 | -4.6 | -6.4 | 11.1 | nt | -4.7 | 0.1 | -4.0 | 7.7
Oc1ccc(C[C@H]2CNC(=S)N2CC2CCCN2C[C@H](Cc2ccc(O)cc2)N2C[C@H](Cc3ccc(O)cc3)N(CC3CCCCC3)C2=S)cc1 (stereo partly specified) | -7.7 | nt | 8.9 | -0.7 | -20.2 | 90.8* | nt | 11.8
Cc1ccc(S(=O)(=O)N2C[C@@H](C)[C@]3(C2)[C@H](O)[C@H](OC(=O)NCc2ccccc2F)C[C@H]2C(=O)N(c4ccccc4)C(=O)[C@H]23)cc1 | nt | 1.4 | -1.2 | -5.1 | -0.1 | 5.9 | 3.3 | 12.6
CCOCCCNC(=O)c1cn(C)c(=O)c2cc(OC)c(OC)cc12 | -4.1 | -8.2 | nt | 6.5 | nt | 17.2 | nt | nt
Cc1cccc(Cl)c1NC(=O)N1CCCN(c2ncccc2[N+](=O)[O-])CC1 | 0.2 | 6.2 | -13.3 | 1.5 | 0.6 | 10.5 | nt | 12.6
C[C@@H]1CN([C@@H](C)CO)S(=O)(=O)c2ccc(/C=C/c3ccccc3)cc2O[C@@H]1CN(C)Cc1ccc(C(=O)O)cc1 | 0.8&5.6&9.2 | 13.3 | 21.3&-23.6 | -4.5&2.3&-3.1 | -1.5&4.7&2.2 | 1.0 | 1.0&0.5 | 1.7&-16.8&-6.8
CO[C@@H]1CN(C)C(=O)c2cc(NC(=O)C3CC3)ccc2OC[C@H](C)N(C(=O)c2ccncc2)C[C@@H]1C | 8.4 | -3.6 | -11.1 | 3.0 | 0.8 | -5.4 | 2.9 | -9.6
CCc1ccccc1N(CC(=O)NC1CCCCC1)C(=O)CCCC(=O)Nc1ccccn1 | nt | 0.8 | 6.3 | -1.7 | -0.6 | 1.4 | -1.6 | 11.0
CC(C)NC(=O)Nc1ccc2c(c1)C(=O)N([C@H](C)CO)C[C@@H](C)[C@@H](CN(C)C(=O)NC1CCCCC1)OCCCC[C@H](C)O2 | 0.4 | nt | 1.9 | 1.7 | -6.6 | 5.6 | 0.3 | nt
S=C1NCN(Cc2ccco2)CN1Cc1ccco1 | 23.6 | -0.6 | nt | 3.0 | -1.5 | -3.4 | -0.1 | -1.1
C=CCn1c(SCC(=O)NCc2ccc3c(c2)OCO3)nc2scc(-c3ccccc3)c2c1=O | 2.0 | 0.4 | nt | -4.6 | nt | 18.8 | nt | nt
COc1cc(SC)ccc1C(=O)Nc1nccs1 | -6.9 | 10.8 | 35.5 | 1.6 | 1.9 | -31.8 | -0.6 | 39.4
CC(=O)c1sc(NC(=O)CCN2C(=O)C3CC=CCC3C2=O)nc1-c1ccccc1 (stereo unspecified) | -11.3 | 4.2 | 0.0 | nt | -0.1 | 6.0 | 0.9 | 4.4
Cc1c(Cl)cccc1NC(=S)NCCc1ccc(C(F)(F)F)cc1 | 7.6 | 5.2 | 33.6 | -3.8 | -0.3 | -6.7 | -1.6 | 0.9
COc1ccc2c3c([nH]c2c1)[C@@H](CO)N(C(=O)NC(C)C)CC31CN(C(=O)C2CCCCC2)C1 | 7.2 | nt | 2.2 | nt | 0.3 | nt | 2.5 | -5.0
COc1ccc(C)cc1S(=O)(=O)NC1CC1 | 8.7 | 5.7 | 6.7 | 4.8 | 0.5 | -1.9 | nt | -2.1
O=C(Cn1cnc2c(oc3ccccc32)c1=O)c1ccccc1 | -4.4 | -0.8 | nt | 7.2 | nt | -139.6 | nt | nt
Cc1ccc(S(=O)(=O)Nc2ccc3c(c2)C(=O)N([C@@H](C)CO)C[C@@H](C)[C@H](CN(C)C(=O)NC(C)C)OCCCC[C@@H](C)O3)cc1 | -13.9 | 5.8 | 0.9 | 2.3 | -0.7 | 10.5 | -4.6 | 3.7
O=C(Nc1ccccc1C(=O)Nc1ccccc1)c1ccccc1Br | -8.8 | -2.5 | -16.9 | -5.0 | 1.5 | 12.3 | nt | -1.8
CCNC(=S)N(CCO)Cc1cc2cc3c(cc2[nH]c1=O)OCO3 | nt | 3.2 | 3.3 | 2.3 | -4.8 | 5.1 | -0.9 | 6.8
C[C@@H]1CN([C@H](C)CO)S(=O)(=O)c2ccc(C3=CCCC3)cc2O[C@H]1CN(C)C(=O)CN(C)C | -8.8 | nt | -2.0 | 0.7 | -2.2 | nt | 11.6 | -3.0
Cc1ccc(S(=O)(=O)NC(=O)c2ccccc2F)cc1 | 2.2 | 3.6 | 2.2 | -1.8 | 1.6 | 21.9 | 0.5 | -7.0
COc1ccc(NC(=O)Nc2cccc3c2O[C@@H](CN(C)Cc2ccc(Cl)c(Cl)c2)[C@@H](C)CN([C@@H](C)CO)C3=O)cc1 | 5.5 | 14.2 | 5.2 | nt | nt | nt | nt | -0.9
COc1cccc(N=Nc2c(C)[nH]n(-c3ccccc3)c2=O)c1 | nt | -8.3 | -36.9 | -4.1 | 40.7 | -75.0 | -0.1 | -62.8
C/C=C/c1ccc([C@@H]2[C@H](C#N)N(c3ncc(CC)s3)[C@H]2CO)cc1 | 0.1 | 4.4 | -2.2 | -1.3 | -18.2 | -15.1 | 1.3 | 3.0
Cn1cnc([N+](=O)[O-])c1Sc1ccc(Br)cc1 | -11.7 | nt | 9.2 | -6.7 | -16.7 | -1.5 | 14.5 | 5.3
Cc1ccc(S(=O)(=O)NC2CCN(Cc3cccc(OCCO)c3)CC2)cc1 | nt | nt | nt | -1.4 | -8.4 | -3.4 | -0.6 | 5.0
OC(c1ccc(F)c(F)c1)c1nc(-c2cccc3cccnc23)cs1 (stereo unspecified) | 0.8 | 9.6 | -21.8 | 0.2 | 12.4 | -16.6 | 2.6 | -32.0
COc1cccc(-c2cnc(C(O)c3cc(C)cc(C)c3)[nH]2)c1 (stereo unspecified) | -15.3 | 10.7 | nt | 3.1 | -4.8 | -2.3 | 0.4 | -2.1
c1ccc2c(c1)COc1c3cc4c(cc3nn1-2)OCO4 | 3.6 | 1.7 | -4.4 | 4.5 | 3.3 | -115.9 | nt | -23.9
Cc1ccccc1S(=O)(=O)N[C@@H]1CC[C@@H](CCn2cc(Cc3ccccc3)nn2)O[C@H]1CO | 60.9* | -3.7 | 24.0 | -1.8 | 15.4 | 11.7 | 2.8 | -3.7
CN(CC(=O)Nc1ccc2c(c1)OCCO2)CC(=O)Nc1ccc(F)c(F)c1F | nt | nt | nt | nt | -0.7 | 12.3 | -4.2 | 1.2
CC(OC(=O)c1cccs1)C(=O)NCc1ccccc1 (stereo unspecified) | -4.2 | -3.9 | nt | -1.1 | nt | 20.8 | nt | nt
Cc1nn(CC(=O)N2CCC(C)CC2)c(=O)c2nn(-c3ccccc3)c(C)c12 | -3.3 | 5.3 | -3.9 | 2.5 | -1.4 | -1.1 | -1.3 | 1.8
CCCCNC(=O)Cn1cnc2c(cnn2-c2ccc(C)cc2)c1=O | nt | 5.6 | -6.1 | -2.4 | 2.6 | 8.7 | -1.0 | -45.5
COc1cccc(-c2ccc3c(c2)O[C@H](CN(C)C(=O)c2ccccc2F)[C@@H](C)CN([C@@H](C)CO)S3(=O)=O)c1 | -28.0 | nt | 4.8 | -1.4 | -5.1 | 43.6 | -0.4 | -0.5
C#CCOCCOCCOCCNc1nc(N2CCN(C(=O)Cn3cc(CCO)nn3)CC2)nc(N2CCN(C(=O)Cn3cc(CCO)nn3)CC2)n1 | -1.1 | 7.1 | nt | 0.6 | -1.4 | 12.2 | -6.2 | -5.7
CCOC(=O)CNC(=O)/C=C/c1ccc2c(c1)OCO2 | -1.0 | 8.6 | -9.7 | nt | -12.2 | 2.9 | -2.4 | 5.2
C[C@@H]1CN([C@H](C)CO)C(=O)Cc2cc(NC(=O)CCCCCC(=O)Nc3ccccc3N)ccc2O[C@H]1CN(C)S(=O)(=O)c1cccs1 | -1.2 | -4.6 | -4.7 | -2.2 | nt | -18.7 | nt | 5.8
C/C(=N\NC(=O)c1cc(-c2cccs2)nc2ccccc12)c1ccccn1 | 6.2 | 11.2 | nt | -3.0 | -13.8 | 79.3* | 0.0 | -3.3
C[C@H]1CN([C@@H](C)CO)C(=O)CCCn2cc(nn2)CO[C@H]1CN(C)C(=O)Nc1ccc(C(F)(F)F)cc1 | 0.4 | -3.2 | -1.1 | nt | nt | nt | nt | -3.2
COc1cccc(-c2sc3ccc(OC)cc3c2-c2ccc(OCCN(C)C)cc2)c1 | nt | -4.2 | -5.2 | 3.6 | -7.1 | 68.3* | -0.8 | 26.2
